Fh CTSL1 inh – cathepsin L1 inhibition, PFM18AAP counter-screen; recombinant F. hepatica cathepsin L1, Z-Leu-Arg-MCA fluorescence; inhibition, % at 5.96 µM; 300,000 tested, 0.49% active; AID 1906;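 active = inhibition above the mean of all tested compounds plus 3 SD, set per screening campaign, cut at about 17% in these data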;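 note: 0% = plate median of test compound wells and 100% = 1 µM Z-Phe-Ala-diazomethylketone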
CR mimetic SO – caloric restriction mimetics inhibiting age-related superoxide in yeast | S. cerevisiae aged cells, superoxide DHE fluorescence; active compounds read low | superoxide response (% of plate mean), % at 10 µM | 330,000 tested, 0.18% active | AID 2690;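 active = superoxide response under a set limit, about three screen SD below normal, cut at about 65% in these data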;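 note: yeast aged for seven days with compound at 30 °C before DHE staining; 100% = average MFI of all compound-treated wells on the plate with controls excluded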
HCV core dimer – blocks dimerization of HCV core protein | 300,000 tested, 0.33% active | TR-FRET GST/Flag-core106 dimerization, 1536-well | AID 1899 | inhibition, % at 5 µM;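 active = inhibition above the mean of all tested compounds plus 3 SD, set per screening campaign, cut at about 45% in these data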
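Assay system: GST-tagged and Flag-tagged HCV core protein residues 1-106 / Times: compound-protein-antibody incubation 4 h at 22.5 °C / Signal: time-resolved FRET, ex 340 nm, em 617 and 671 nm / Evaluation: % inhibition based on acceptor/donor emission ratio / Benchmarks: wells lacking GST-core106 and wells with excess unlabelled core106 / Repeats: singlicate, one well per compound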
TPT1 inhibitor – C. albicans TPT1 enzyme inhibition; recombinant caTPT1, FP RNA substrate dephosphorylation; inhibition, % at 5 µM; 300,000 tested, 0.81% active; AID 1962;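 active = inhibition above the mean of all tested compounds plus 3 SD, set per screening campaign, cut at about 24% in these data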;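 note: plate controls were DMSO alone for no effect and ferristatin control at 100 nM for full effect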
PP1 counter – counter-screen for PP5 inhibitors: inhibitors of human PP1-alpha. P62136. purified PP1alpha, OMFP fluorescence. inhibition, % at 6.7 µM. 320,000 tested, 0.9% active;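 active = inhibition above the mean inhibition of all tested compounds plus 3 SD, computed separately for each screening campaign, cut at about 15% in these data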
GASC-1 inh – human JMJD2C demethylase inhibition; Q9H3R0; GST-JMJD2C(1-420) H3K9me3 demethylation, DELFIA europium; inhibition, % at 2.35 µM; 330,000 tested, 0.069% active; AID 2099;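 active = more than half of a compound's replicate wells show inhibition beyond 50%, single wells judged on their own value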;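 note: signal counts dimethyl H3K9 product captured on neutravidin plate; 0% = median of DMSO wells and 100% = 0.3 times that DMSO median; strong numbers were not always called active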
Target sequence (Q9H3R0 1-420 limits assumed): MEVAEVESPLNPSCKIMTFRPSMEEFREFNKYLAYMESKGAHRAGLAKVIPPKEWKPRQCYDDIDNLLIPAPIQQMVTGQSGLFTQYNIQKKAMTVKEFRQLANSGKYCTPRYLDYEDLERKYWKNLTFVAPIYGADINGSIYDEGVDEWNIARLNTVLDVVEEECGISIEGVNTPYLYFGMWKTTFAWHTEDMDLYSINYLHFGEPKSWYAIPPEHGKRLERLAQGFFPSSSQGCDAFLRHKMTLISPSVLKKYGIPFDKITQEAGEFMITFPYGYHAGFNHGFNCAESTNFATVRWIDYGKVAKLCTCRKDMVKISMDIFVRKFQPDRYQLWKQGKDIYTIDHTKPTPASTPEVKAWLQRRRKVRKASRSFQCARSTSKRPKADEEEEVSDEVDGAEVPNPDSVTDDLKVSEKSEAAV
ZTA DNA inh – counter-screen for EBNA-1 inhibitors: inhibitors of Epstein-Barr virus ZTA | P03206 | ZTA-DNA binding, fluorescence polarization | inhibition, % at 11 µM | 320,000 tested, 0.15% active | AID 2234; in the data active = inhibition above about 33%
EBNA-1 inh – blocks EBNA-1 binding to DNA. EBNA-1 DNA binding, fluorescence polarization. inhibition, % at 14.8 µM. AID 1950. 300,000 tested, 0.34% active; in the data active = inhibition above about 28%
PP5 primary – inhibitors of human protein phosphatase 5 (PP5); purified PP5c, OMFP substrate fluorescence; inhibition, % at 6.7 µM; P53041; 320,000 tested, 0.18% active;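 active = inhibition above the campaign's mean inhibition across all tested compounds plus 3 SD, cut at about 9.5% in these data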;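 note: 0% = DMSO only and 100% = 100 µM cantharidin control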
Target sequence (P53041 whole entry, looked up): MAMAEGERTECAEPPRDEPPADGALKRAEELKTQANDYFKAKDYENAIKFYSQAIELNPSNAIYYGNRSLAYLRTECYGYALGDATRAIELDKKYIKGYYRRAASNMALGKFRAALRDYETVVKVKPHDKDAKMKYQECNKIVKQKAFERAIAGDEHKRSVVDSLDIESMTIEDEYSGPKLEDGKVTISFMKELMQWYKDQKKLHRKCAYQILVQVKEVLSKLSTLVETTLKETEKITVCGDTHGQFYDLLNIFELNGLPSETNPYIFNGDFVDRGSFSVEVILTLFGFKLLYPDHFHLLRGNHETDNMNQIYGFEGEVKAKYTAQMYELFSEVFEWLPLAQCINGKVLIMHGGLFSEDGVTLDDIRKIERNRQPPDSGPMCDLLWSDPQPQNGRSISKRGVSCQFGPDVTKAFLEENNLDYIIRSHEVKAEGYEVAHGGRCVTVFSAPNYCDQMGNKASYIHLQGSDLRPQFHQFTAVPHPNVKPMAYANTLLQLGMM
Numbers without * were called inactive; . = no result given. Compounds were not picked by outcome. Share with any hit: about 3.1%.

1) CCCCc1ncc(CN2CCC(n3nccc3NC(=O)C(OC)c3ccccc3)CC2)[nH]1 (centres undefined)
2) CC1Cc2ccccc2N1C(=O)CCn1c(=O)sc2ccccc21 (centres undefined)
3) Cc1nc(N2CCN(Cc3ccc4c(c3)OCO4)CC2)c2cc(-c3ccccc3)sc2n1
4) CCCc1nnc(NC(=O)CCC(=O)N2CCN(S(=O)(=O)c3ccc(OC)cc3)CC2)s1
5) Cc1cccc(NC(=O)CSCC(=O)Nc2ccccc2C(=O)NC2CC2)c1
6) COc1ccc(Cl)cc1C(=O)NNC(=S)NC(=O)/C=C/c1ccco1
7) Cc1nnc(NC(=O)C2CCN(c3nnnn3-c3ccccc3)CC2)s1
8) O=C(CN1C(=O)S/C(=C\C=C\c2ccccc2)C1=O)Nc1ccccc1C(=O)O
9) On1nnc2ccc3ccccc3c21
10) O=C(Cn1c(=O)oc2cc(S(=O)(=O)N3CCCC3)ccc21)N1CCN(c2ccccn2)CC1

Screen / compound no.	1	2	3	4	5	6	7	8	9	10
Fh CTSL1 inh	-6	3	-3	-5	-1	6	-4	2	0	-3
CR mimetic SO	104	134	96	97	102	104	100	122	113	96
HCV core dimer	-7	-5	11	-15	-8	3	1	15	-6	-8
TPT1 inhibitor	-1	-4	-4	0	-1	1	1	1	-2	-1
PP1 counter	1	1	-7	-4	3	-2	-1	3	-2	3
GASC-1 inh	-3	5	-3	2	-5	-1	-3	7	8	7
ZTA DNA inh	22	-5	-2	-13	-13	1	1	13	-6	-3
EBNA-1 inh	2	-24	1	2	6	3	0	10	-8	2
PP5 primary	1.9	0.9	-0.4	-0.2	0.1	-1.4	0.1	0.6	3.0	0.9

11) c1ccc(-c2ccc3c(c2)NC(C2Nc4cc(-c5ccccc5)ccc4O2)O3)cc1 (centres undefined)
12) Cc1cccc(-c2nc(CS(=O)CC(=O)NC3CCCCC3)c(C)o2)c1 (centres undefined)
13) Cc1nc2cccc(C(=O)NCc3ccccc3)c2o1
14) CCOC(=O)c1ccc(NC(=O)c2nc(SC)ncc2Cl)cc1
15) COc1ccc(CCNC(=O)c2ccc(CNc3nc(=S)[nH]c4ccccc34)cc2)cc1OC
16) COc1ccc(NC(=O)CSc2nncs2)cc1OC
17) COc1ccc(C(=O)NCC(C)(C)CNC(=O)c2ccc(OC)cc2)cc1
18) Cc1nnc(NC(=O)CSc2ccc([N+](=O)[O-])cn2)s1
19) CC1(C)Cc2c(sc(NC(=O)c3ccc4c(c3)OCCO4)c2C(N)=O)C(C)(C)N1
20) Cc1nc(-c2ccccc2)sc1-c1nc(-c2ccncc2)ncc1S(=O)(=O)c1ccccc1

Screen / compound no.	11	12	13	14	15	16	17	18	19	20
Fh CTSL1 inh	-3	0	-1	0	5	-3	3	-1	1	-1
CR mimetic SO	97	84	97	90	87	99	85	123	101	108
HCV core dimer	1	0	8	5	1	-5	3	-3	2	-39
TPT1 inhibitor	-1	-1	-2	-6	0	0	-1	-2	-4	-4
PP1 counter	10	2	-2	-1	-1	-1	-3	-2	-6	14
GASC-1 inh	-32	-1	10	-2	4	1	3	1	10	15
ZTA DNA inh	1	-7	-16	5	7	-33	4	2	6	-2
EBNA-1 inh	-6	-2	0	-4	2	-2	-7	-6	-2	-12
PP5 primary	-1.1	0.8	0.2	0.5	0.4	1.4	-1.6	-1.5	3.1	4.5

21) CCC(=O)Nc1cccc(NC(=S)NC(=O)c2ccccc2Cl)c1
22) Cc1nonc1NC(=O)CSc1nnc(-c2ccoc2C)n1CC(C)C
23) CC(=O)c1cccc(OCC(O)CNCCc2ccc(Cl)cc2)c1 (centres undefined)
24) COc1cc(NC(=O)CSc2nc(C)c(C)c(C)n2)c(C)cc1[N+](=O)[O-]
25) COc1ccc([C@H]2/C=C\CN(Cc3ccc(N(C)C)cc3)[C@@H](C)C(=O)N2Cc2ccc(F)cc2)cc1
26) O=C(C1CCC(CNS(=O)(=O)c2cccc3nsnc23)CC1)N1CC=C(c2ccccc2)CC1 (centres undefined)
27) O=C(Nc1ccncc1)c1ccc(Cl)c(S(=O)(=O)N2CCCCC2)c1
28) COc1ccc(CNC(=O)CCc2nnc3ccc(N4CCC5(CC4)OCCO5)nn23)cc1
29) Cc1ccc(NC(=O)CC2NCCNC2=O)cc1 (centres undefined)
30) CCn1nc(C)cc1Nc1ccccc1

Screen / compound no.	21	22	23	24	25	26	27	28	29	30
Fh CTSL1 inh	-1	-1	3	-1	-1	3	-3	-1	-2	1
CR mimetic SO	98	94	78	109	89	101	106	90	104	95
HCV core dimer	-1	-4	-6	1	-8	14	-2	-13	-3	0
TPT1 inhibitor	-5	-6	1	0	-1	-2	2	-2	-2	0
PP1 counter	-2	-2	-1	-1	-1	9	-1	-3	-3	-2
GASC-1 inh	-5	-23	2	9	-2	3	3	-11	0	-4
ZTA DNA inh	-19	0	7	-2	0	-5	-10	-17	7	3
EBNA-1 inh	1	6	12	-4	-4	-4	-3	-11	4	9
PP5 primary	2.1	-0.4	-0.5	-0.6	0.7	2.6	-0.2	-0.3	-1.1	-1.1

31) Cn1nnnc1SCc1nc2scc(-c3ccc(Cl)cc3)c2c(=O)[nH]1
32) Cc1ccc(S(=O)(=O)N2CCN(C(=O)N(C)C)CC2)cc1
33) CCC(C)NS(=O)(=O)c1ccc(NC(=O)C2CCCO2)cc1 (centres undefined)
34) CC1CCC(N2CCN(c3ncccn3)CC2)C1 (centres undefined)
35) CC(Sc1nccn1C)C(=O)NC1(C#N)CCCCC1 (centres undefined)
36) COc1cc(C)ccc1OCCCOc1c(Cl)cccc1Cl
37) CCN(CC)S(=O)(=O)c1cc(C)ccc1SC
38) OCC1(Cc2ccc(F)cc2F)CCCN(CCCc2ccccc2)C1 (centres undefined)
39) CN(Cc1cnn(C)c1)C(=O)c1cc(COc2c(F)cccc2F)on1
40) Cc1ccc(S(=O)(=O)Nc2cccc(-c3ccc(N4CCCCCC4)nn3)c2)cc1

Screen / compound no.	31	32	33	34	35	36	37	38	39	40
Fh CTSL1 inh	0	0	1	-2	.	1	5	0	3	3
CR mimetic SO	95	95	99	93	80	110	85	97	111	71
HCV core dimer	28	-1	2	-4	.	-5	-10	11	-3	20
TPT1 inhibitor	29*	0	0	-3	.	1	1	1	2	2
PP1 counter	4	-2	-1	-2	0	-1	4	2	1	18*
GASC-1 inh	-12	8	41	-5	.	-6	-3	9	7	-39
ZTA DNA inh	-8	11	7	5	-6	-8	0	11	-4	4
EBNA-1 inh	-2	-1	0	15	.	-12	-5	6	-23	8
PP5 primary	2.3	0.6	-1.1	1.0	2.8	3.0	-8.3	0.0	2.6	3.6

TPT1 inhibitor: hit marks shown above
no. | Compound | HCV core dimer | TPT1 inhibitor | GASC-1 inh | EBNA-1 inh | PP5 primary
31 | Cn1nnnc1SCc1nc2scc(-c3ccc(Cl)cc3)c2c(=O)[nH]1 | 28 | 29* | -12 | -2 | 2.3

The results go on.
41) Cc1cc(C(F)F)n2ncc(C(=O)N3CCCCC3)c2n1
42) CCOCCCNC(=O)C(NC(=O)C1CCC(=O)N1)c1ccc(C)cc1 (centres undefined)
43) COc1ccc(-n2ccnc2)cc1
44) CN(C)c1ccc(NC(=O)c2cnsn2)cc1
45) COc1ccc(Cc2nnc(NS(C)(=O)=O)s2)cc1
46) O=c1onc(-c2cccs2)n1Cc1ccccc1
47) Cc1ccc(CNc2c(C=O)c(=O)[nH]c3ccccc23)cc1
48) Cc1cc(NC(=O)CN2CCOCC2)n(-c2nc3ccccc3s2)n1
49) COc1ccc(CCCNC(=O)C2CCC(=O)N(CCc3cccc(F)c3)C2)cc1 (centres undefined)
50) Cc1cc(NC(=O)CSc2nc3c(C)cccc3cc2C)no1

Screen / compound no.	41	42	43	44	45	46	47	48	49	50
Fh CTSL1 inh	-4	8	-3	-2	-3	2	-2	0	15	2
CR mimetic SO	96	96	91	102	91	100	92	109	112	100
HCV core dimer	-7	1	1	-3	-4	-3	2	-4	1	-8
TPT1 inhibitor	-2	1	-6	3	-1	-3	3	-2	-2	-3
PP1 counter	3	-7	-2	-6	2	4	-4	-4	-4	-4
GASC-1 inh	28	-35	0	1	-34	12	-26	80	2	-11
ZTA DNA inh	-19	-8	12	-10	2	4	-13	-1	-13	-1
EBNA-1 inh	-1	-9	6	2	10	1	-9	-9	-8	1
PP5 primary	2.3	-1.6	-0.6	-1.4	0.8	0.1	2.8	6.0	0.6	-1.9

Some of these compounds in order of number of heavy atoms, smallest number first:
43) COc1ccc(-n2ccnc2)cc1
44) CN(C)c1ccc(NC(=O)c2cnsn2)cc1
46) O=c1onc(-c2cccs2)n1Cc1ccccc1
41) Cc1cc(C(F)F)n2ncc(C(=O)N3CCCCC3)c2n1
48) Cc1cc(NC(=O)CN2CCOCC2)n(-c2nc3ccccc3s2)n1

Screen / compound no.	43	44	46	41	48
Fh CTSL1 inh	-3	-2	2	-4	0
CR mimetic SO	91	102	100	96	109
HCV core dimer	1	-3	-3	-7	-4
TPT1 inhibitor	-6	3	-3	-2	-2
PP1 counter	-2	-6	4	3	-4
GASC-1 inh	0	1	12	28	80
ZTA DNA inh	12	-10	4	-19	-1
EBNA-1 inh	6	2	1	-1	-9
PP5 primary	-0.6	-1.4	0.1	2.3	6.0

Next section.
51) COc1ccccc1NC(=O)COc1ccc(C(=O)OCC(=O)NC(C)(C)C)cc1OC
52) CCCCN=C1N/C(=C\c2ccco2)C(=O)N1c1ccccc1
53) COCCNC(=O)C(c1cccs1)N(C(=O)Cn1nnc2ccccc21)c1ccc(OC)cc1 (centres undefined)
54) Cc1nc2nc(CNC(=O)OC(C)(C)C)nn2c(C)c1CCC(=O)Nc1ccc2c(c1)OCO2
55) COc1ccccc1CNC(=O)CCCN1C(=O)COc2ccc(C)cc21
56) COc1ccc(N2CCN(C(=O)CCCCCn3c(=S)[nH]c4cc5c(cc4c3=O)OCO5)CC2)cc1
57) O=C(c1ccc(Cl)c(F)c1F)N1CCCC1
58) NNc1nc(-c2ccccc2)cc(-c2ccccc2)n1
59) Cn1cnc([N+](=O)[O-])c1SCCO
60) Cc1cc(OC(=O)c2ccccc2Cl)cc(=O)n1C
61) O=[N+]([O-])c1cc(C(F)(F)F)ccc1N/N=C/c1cc2ccccc2nc1Cl
62) S=C(NCCN1CCCCC1)Nc1ccccc1

Screen / compound no.	51	52	53	54	55	56	57	58	59	60	61	62
Fh CTSL1 inh	5	0	-3	-2	-8	-1	-1	-1	-4	3	-3	-1
CR mimetic SO	108	106	106	106	134	89	88	108	105	87	90	102
HCV core dimer	-1	-3	2	7	2	30	-6	4	4	-3	-2	9
TPT1 inhibitor	0	6	0	0	2	2	1	-2	-5	-5	-5	-2
PP1 counter	-1	-3	0	-2	-3	-12	-3	1	-2	0	-1	-3
GASC-1 inh	-1	12	-1	-5	4	1	13	-4	6	-7	23	1
ZTA DNA inh	-2	-11	9	-28	6	6	-2	18	-6	1	7	8
EBNA-1 inh	2	-10	-7	-17	15	-1	6	11	6	6	8	13
PP5 primary	0.0	2.6	2.8	2.4	-0.3	-1.5	-0.9	-0.7	0.3	-0.7	0.8	1.3

Bioassay records from PubChem BioAssay.
